AmpC inh no detg – blocks E. coli AmpC beta-lactamase in detergent-free assay; P00811; AmpC nitrocefin hydrolysis, absorbance 480 nm, 0.0001% Triton; AID 485341; actives 0.52% (n = 330,000); Potency, µM (titrated, usually from 57.1 µM), without a hit: at the highest dose activity change, negative = inhibition, actives largely listed as inhibitors;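 note: potency is the fitted concentration of half-maximal effect; plate controls were no compound for no effect and no enzyme for full effect; nearly all actives have a fitted effect of over 20% in size; some results filed as inactive show a strong effect at the top dose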
Target sequence (P00811 whole entry, looked up): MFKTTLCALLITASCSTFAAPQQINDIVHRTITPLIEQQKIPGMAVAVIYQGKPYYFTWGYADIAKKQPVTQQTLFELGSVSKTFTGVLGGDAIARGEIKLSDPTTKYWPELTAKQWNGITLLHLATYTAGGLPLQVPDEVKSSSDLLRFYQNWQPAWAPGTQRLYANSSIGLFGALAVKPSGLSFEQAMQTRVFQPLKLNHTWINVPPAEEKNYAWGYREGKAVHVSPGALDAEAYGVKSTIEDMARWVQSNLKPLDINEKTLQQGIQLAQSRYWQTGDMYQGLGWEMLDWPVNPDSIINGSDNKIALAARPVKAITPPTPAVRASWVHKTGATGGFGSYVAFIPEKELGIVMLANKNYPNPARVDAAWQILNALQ
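AmpC (5.3 nM in the dispensed reagent) in 20 mM phosphate pH 7.0 with 0.01% (detergent screen) or 0.0001% Triton X-100 was preincubated with compounds for 15 min at room temperature. Nitrocefin was then added from an 800 uM solution, and hydrolysis was followed at 480 nm.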
AmpC inh detg – blocks E. coli AmpC beta-lactamase in detergent assay. P00811. AmpC hydrolysis of nitrocefin, absorbance 480 nm, 0.01% Triton. Potency, µM (highest dose often 114 µM), without a hit: at the top dose activity change, negative = inhibition, usual class: inhibitors. actives 0.041% (n = 370,000). AID 485294;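 note: potency is the fitted concentration of half-maximal effect; 0% = no-compound wells and -100% = no-enzyme wells; nearly all actives have a fitted effect of over 25% in size; some results filed as inactive show a strong effect at the top dose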
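AmpC (5.3 nM in the dispensed reagent) in 20 mM phosphate pH 7.0 with 0.01% (detergent screen) or 0.0001% Triton X-100 was preincubated with compounds for 15 min at room temperature. Nitrocefin was then added from an 800 uM solution, and hydrolysis was followed at 480 nm.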
HCV inh – HCV inhibition. Huh7.5.1 HCVcc-Cre infection, luciferase reporter, 44 h. Potency, µM (top dose mostly 41.8 µM), inactives show at the top dose activity change, negative = inhibition, hits mostly inhibitors. actives 3.4% (n = 340,000). AID 651820; note: potency is the fitted concentration of half-maximal effect
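Reporter virus HCVcc-Cre (~0.5 moi) infects cells exposed to compound; seeding density 1,000 cells/well with 4 h settling beforehand. Luminescence, 15 sec read, taken 44 h post-infection following a 15 min RT substrate incubation.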
Tb PYK inh – T. brucei pyruvate kinase inhibition; Q57TT1; TbPYK enzyme, Kinase-Glo Plus ATP luminescence, 45 min; Potency, µM (top dose mostly 76.8 µM), inactives show top-dose activity, negative = inhibition, most hits filed as inhibitors; actives 0.12% (n = 410,000); note: potency is the fitted concentration of half-maximal effect; nearly all actives have a fitted effect of over 50% in size
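Assay buffer: 50 mM TEA pH 7.2, 100 mM KCl, 10 mM MgCl2, 0.05% BSA, 0.01% Tween-20. Pyruvate kinase from T. brucei plus substrate met compound, then ADP (130 uM final). Luminescence was read post 45 min RT.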
LmPK inh – blocks Leishmania mexicana pyruvate kinase activity; Potency, µM (doses to about 57.5 µM), for the others: at the top dose activity change, negative = inhibition, actives largely listed as inhibitors; purified LmPK, Kinase-Glo ATP luminescence, 1 h; actives 0.37% (n = 290,000); Q27686; AID 1721; note: potency is the fitted concentration of half-maximal effect
Target sequence (Q27686 whole entry, looked up): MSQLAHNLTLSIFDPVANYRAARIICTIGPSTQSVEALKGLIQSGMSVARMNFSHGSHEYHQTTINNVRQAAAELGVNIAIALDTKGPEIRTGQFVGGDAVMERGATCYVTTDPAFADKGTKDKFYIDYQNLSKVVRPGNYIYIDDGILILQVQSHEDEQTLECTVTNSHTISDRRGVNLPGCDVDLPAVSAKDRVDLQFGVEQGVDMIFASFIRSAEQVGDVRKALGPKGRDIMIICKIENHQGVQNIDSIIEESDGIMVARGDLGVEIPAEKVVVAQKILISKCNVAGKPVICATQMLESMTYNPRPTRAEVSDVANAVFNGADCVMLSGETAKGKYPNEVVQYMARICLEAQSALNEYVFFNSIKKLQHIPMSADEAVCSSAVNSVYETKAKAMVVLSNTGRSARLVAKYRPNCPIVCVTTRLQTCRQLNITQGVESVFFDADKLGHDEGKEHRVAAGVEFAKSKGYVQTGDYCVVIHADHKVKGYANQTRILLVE
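Screened at intermediate enzyme activity to detect both inhibitors and activators: LmPK at 0.1 nM, with a 0.5 nM enzyme column as activation reference. PEP 0.5 mM, ADP 0.1 mM; ATP detected by luminescence after 1 h.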
AMA1 RON2 block – disrupts binding of P. falciparum AMA1 to RON2; actives 0.2% (n = 360,000); AlphaScreen AMA1-biotinylated RON2 peptide binding; Potency, µM (top dose mostly 58.2 µM), inactives show top-dose activity change, negative = inhibition, usual class: inhibitors;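 note: potency is the fitted concentration of half-maximal effect; 0% = vehicle wells and -100% = peptide control; nearly all actives have a fitted effect of over 45% in size; some results filed as inactive show a strong effect at the top dose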
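AMA1 (3D7) with his tag at 25 nM final met compounds first, then biotinylated RON2 peptide at 25 nM; detection used donor plus acceptor beads, 10 µg/mL apiece, read by AlphaScreen after 30 min at room temperature.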
HCMV inh – human cytomegalovirus inhibition. HFF cells, HCMV-luciferase reporter, 72 h; stronger effect = lower value. activity change, negative = inhibition, % at 57.5 µM. actives 4.5% (n = 410,000); in the data active = activity change below about -60%; inconclusive = no clear call, values can overlap the other calls; inactive = above about -39%
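Two-dose cell screen: HFF monolayers treated with compounds and infected with luciferase-expressing HCMV at 1 PFU/cell, 72 h at 37C, then lysed for luciferase measurement.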
Starred values were filed as active, the others as inactive; ? = inconclusive; · = no result given; & = joins results of further samples; ! = not active in a repeat; [ ] = remark or other dose. Unless noted, calls come from the whole dose curve; as a rule, active = well fitted curve in the direction sought with a large enough effect; inconclusive = small, poorly fitted or top-dose-only effect, or another doubt; inactive = no such curve, though single readings can be large; an effect the other way counts as inactive or inconclusive. Unless noted, % is set by controls: 0 for no effect and ±100 for the full control effect.

Start of the listing, in advance (three entries):
SMILES | AmpC inh no detg | AmpC inh detg | HCV inh | Tb PYK inh | LmPK inh | AMA1 RON2 block | HCMV inh
Cn1c(=O)n(C)c2cc(N3CCCCC3)c(NC(=O)c3ccc(Cl)cc3)cc21 | · | -7.9% | · | 1.1% | · | · | 3.8
O=C(CN1CCN(C(=O)c2ccco2)CC1)Nc1c2c(nc3c1CCC3)CCCC2 | -7.1% | 3.3% | 4.2% | -2.0% | 2.5% | -13.3% | -17.3
CC(C)Oc1ccc(CN2CCC2(C)C(=O)Nc2cnc3ccccc3c2)cc1 (stereo not drawn) | · | · | · | 3.9% | · | 8.9% | -39.5

Main list, from the start:
SMILES | AmpC inh no detg | AmpC inh detg | HCV inh | Tb PYK inh | LmPK inh | AMA1 RON2 block | HCMV inh
Cn1c(=O)n(C)c2cc(N3CCCCC3)c(NC(=O)c3ccc(Cl)cc3)cc21 | · | -7.9% | · | 1.1% | · | · | 3.8
O=C(CN1CCN(C(=O)c2ccco2)CC1)Nc1c2c(nc3c1CCC3)CCCC2 | -7.1% | 3.3% | 4.2% | -2.0% | 2.5% | -13.3% | -17.3
CC(C)Oc1ccc(CN2CCC2(C)C(=O)Nc2cnc3ccccc3c2)cc1 (stereo not drawn) | · | · | · | 3.9% | · | 8.9% | -39.5
CN(CCc1ccccn1)C(=O)c1nn2c(C(F)(F)F)cc(-c3ccco3)nc2c1Cl | 63.1%[activator] | -8.9% | ? | -2.0% | -3.2% | -1.4% | -37.7
COc1ccc(CCNC(=O)CCCn2nc(C)c([N+](=O)[O-])c2C)cc1OC | -1.2% | 4.6% | -1.1% | -19.2% | -4.7% | ? | -34.1
Cc1ccc(C)c(OCc2nc3ccc(S(=O)(=O)Nc4c(C)n(C)n(-c5ccccc5)c4=O)cc3[nH]2)c1 | -36.5% | 6.1% | 5.9% | -1.8% | 3.8% | 18.8% | -25.5
O=C(Nc1nccs1)c1ccc(COc2c(F)c(F)cc(F)c2F)o1 | -29.0% | 2.6% | 5.4% | 0.0% | · | 46.0%[activator] | 6.6
CCN(CC)CCNC(=O)CCCCCn1c(=O)[nH]c2cc(C(=O)OC)ccc2c1=O | 15.5% | 11.6% | 5.7% | -1.1% | -0.8% | 4.4% | -7.0
O=[N+]([O-])c1ccc(-c2cc(-c3ccc(Cl)cc3)n[nH]2)cc1 | -31.8% | 1.5% | -3.1% | ? | -1.1% | -11.0% | 8.0
COc1ccc(NC(=O)CCCn2c(=O)[nH]c3ccccc3c2=O)cc1 | -26.9% | 3.4% | -8.1% | 4.8% | 3.2% | -8.5% | -5.5
COCCCN=C1NN=C(c2cc(C)n(-c3ccccc3F)c2C)CS1 | 69.8%[activator] | -8.8% | ? | -18.1% | -3.7% | 58.6%[activator] | ?
CCCN(CCC)C(=O)Cn1c(=O)n(-c2cccc(OC)c2)c(=O)c2c(C)c(C(=O)N(C)C)sc21 | · | 7.9% | · | -2.6% | · | · | 48.0
O=C(NCc1ccncc1)C1CCC(=O)N(CCc2ccc(Cl)cc2)C1 (stereo not drawn) | 17.3% | -11.3% | 3.0% | 4.2% | 6.3% | -4.6% | -11.9
O=C(NCC(c1ccco1)N1CCCCC1)c1cccc(NS(=O)(=O)c2ccc(Br)cc2)c1 (stereo not drawn) | -12.2% | -8.2% | 14.4% | 4.9% | · | -1.9% | 6.5
O=C(C1CCN(c2nnc(-n3cccc3)s2)CC1)N1CCN(Cc2ccc3c(c2)OCO3)CC1 | 224.6%[activator] | 4.5% | ? | -1.2% | 0.2% | -6.3% | ?
COc1ccc(CCNC(=O)CC2SC(=NCCc3ccccc3)NC2=O)cc1 (stereo not drawn) | 1.4% | ? | -12.8% | 0.9% | 1.1% | -3.2% | -7.4
Cc1oc(-c2cccc(Cl)c2)nc1CN1CCCC(C(=O)NC(C)c2ccc3c(c2)OCCO3)C1 (stereo not drawn) | 152.1%[activator] | -1.1% | ? | 3.7% | 0.7% | -9.9% | -28.3
COc1ccccc1CNC(=O)c1ccc(S(=O)(=O)N(C)c2ccccc2)cc1 | -3.9% | ? | ? | 2.2% | · | 2.3% | -13.9
O=S1(=O)CCN2C(c3ccco3)=CSC2=N1 | -8.4% | -9.5% | 31.4%[activator] | -13.9% | -4.0% | -4.9% | -32.4
CCCN1CCN(CCCNC(=O)c2cc3c(s2)-c2c(C)cccc2OC3)CC1 | 59.4% | ? | 2.51µM* | 2.2%&0.5% | 1.5% | -1.6% | -70.2*!
COc1ccc(C(=O)C2CCCN(Cc3cccn3-c3ccc(Cl)cn3)C2)c(OC)c1 (stereo not drawn) | 118.3%[activator] | -0.2% | 8.91µM* | 0.0% | 4.4% | -18.8% | ?
Cc1cc(C)cc(NC(c2nnc(-c3cccc(F)c3)o2)c2ccc(F)cc2Cl)c1 (stereo not drawn) | · | 18.6% | · | -2.9% | · | · | -0.5
COc1ccc(NCC(=O)Nc2cccc(C(F)(F)F)c2)cc1S(=O)(=O)N1CCOCC1 | -16.8% | · | ? | 2.7% | · | 8.1% | -11.7
C/C(=N\NC(N)=S)c1ccncc1 | -9.1% | -5.6% | 12.6% | -3.7% | 4.1% | 103.4%[activator] | 2.4
CCOC(=O)c1cnc2c([N+](=O)[O-])cnn2c1C | -11.4% | -14.4% | 6.7% | -3.2% | -1.6% | 3.9% | 0.0
O=C(Nc1ccccc1C(=O)OCc1cc(=O)n2ccsc2n1)c1ccccc1Cl | · | 9.8% | · | 3.1% | · | · | 16.7
Cc1ccccc1-c1noc(C(C)NC(=O)c2ccco2)n1 (stereo not drawn) | -12.2% | 6.6%&22.0% | 17.3% | -2.0%&5.1% | -4.8% | -4.7% | -16.9&1.2
CCc1nc2ccc(C(=O)N3CCN(C(=O)c4ccco4)CC3)cn2c1N(CC)Cc1cccc(Br)c1 | · | · | · | -5.0% | · | -14.2% | -19.4
CCOc1ccc(-c2nnc(SCC(=O)c3ccccc3)n2-c2ccccc2)cc1 | · | 0.2% | · | -4.0% | · | · | 7.7
Cc1occc1C(=O)n1cnc2ccccc21 | -5.9% | -7.9% | 7.6% | · | 0.5% | · | ·
CCOc1cccc(/C=N/NS(=O)(=O)c2ccc(C)c([N+](=O)[O-])c2)c1O | -34.0% | 2.8% | 9.6% | 2.5% | 8.5% | 95.8%[activator] | 19.5
CCC1CCc2c(sc3nc(SCC(=O)NCc4ccco4)n(-c4ccccc4)c(=O)c23)C1 (stereo not drawn) | -17.0% | -2.1% | -1.0% | -4.6% | 3.6% | -3.3% | -74.8*
O=c1c2oc3nc4c(cc3c2ncn1CCCc1ccccc1)CCCC4 | -11.9% | -4.9% | -3.8% | -7.7% | 0.0% | 7.1% | 69.9
O=C(c1cccc([N+](=O)[O-])c1)c1ccc2c(c1)OCCOCCOCCO2 | 34.8% | -3.0% | ? | 0.0% | 3.2% | -15.8% | -9.9
CCOC(=O)c1[nH]ncc1CN1CCc2ccc(NC(=O)C3CCCO3)cc2C1 (stereo not drawn) | -12.0% | ? | 7.1% | -3.5% | 4.8% | -2.7% | 7.9
COc1ccc2c(c1)c(C(C)=O)c(C)n2-c1ccccc1OC | · | · | -15.0% | -10.0% | · | -19.8% | 7.0
N#Cc1ccccc1S(=O)(=O)N1CCN(C(=O)Cc2coc3cc(O)ccc23)CC1 | -35.8% | 4.0% | ? | 2.5% | · | -2.5% | -22.3
O=C(C1CC1)N1CCc2cc(Br)cc(S(=O)(=O)NC3CCCCC3)c21 | -10.7% | 1.2% | 7.08µM* | 2.9% | 5.0% | -10.9% | -15.0
CN1CCC2(CC1)N=C(c1ccc(F)cc1)C(=S)N2C(=O)c1ccccc1 | -20.9% | -8.5% | 2.4% | -19.0% | 4.7% | 10.2% | 0.6
Nc1c(Cl)ncnc1N/N=C/c1cccnc1 | -13.9% | 3.9% | 8.9% | -0.5% | -5.6% | -12.4% | -13.4
CCN(Cc1cnn(C)c1)C(=O)c1cc(COc2ccc3c(c2)CCCC3)on1 | -8.2% | 8.3% | 22.4µM* | 0.8% | -7.1% | -16.7% | 14.5
CC1(c2ccccc2)NC(=O)N(CC(=O)Nc2ccc([N+](=O)[O-])cc2)C1=O (stereo not drawn) | -40.0% | 0.3% | -19.7% | 0.1% | -1.3% | 10.4% | 56.1
CCCCn1c(CCC(=O)O)ccc1-c1cccs1 | -40.3% | ? | -6.1% | -9.4% | 10.0% | -10.4% | ?
CN(CC(=O)O)Cc1nc2ccccc2[nH]1 | -28.4% | ? | 6.1% | 7.9% | -8.0% | -66.6% | 40.7
COC(=O)Nc1c(-c2ccccc2)nc2ccc(C)cn12 | -17.5% | ? | -1.5% | -4.1% | -1.6% | 5.9% | ?
C=Cc1c(C)c2cc3[nH]c(cc4nc(cc5nc(cc1[nH]2)C(C)=C5CCC(=O)O)C(CCC(=O)O)=C4C)c(C)c3C=C | -28.1% | -7.7% | -15.2%&2.5% | -6.7%&-7.3%&0.9% | · | 136.1%&58.7%[activator] | -33.3
COc1cc(NC(=O)Nc2nc(C(N)C3CCCCC3)cs2)cc(OC)c1OC (stereo not drawn) | · | · | · | -6.1% | · | 52.6%[activator] | 45.4
CCOC(=O)c1ccc(NC(=O)Cn2c(=O)cc(C)c3c(C)nn(-c4cccc(F)c4)c32)cc1 | · | 11.2% | · | 5.0% | · | · | 2.3
C[C@@H]1CN([C@H](C)CO)C(=O)CCCn2cc(nn2)CO[C@H]1CN(C)S(=O)(=O)c1ccc(-c2ccccc2)cc1 | · | · | · | 0.4% | · | 0.7% | -13.2
COc1ccccc1OCCNC(=O)Nc1cc(F)c(F)cc1Cl | -16.1% | 3.1% | -21.3% | 3.8% | -1.2% | 6.9% | -10.4
Cc1cccc(-n2ccnc2SCC(=O)Nc2nnc(C)s2)c1 | -17.5% | ? | ? | -12.9% | 3.6% | 0.6% | -1.4
O=C(CSc1nnc(CNC(=O)C23CC4CC(CC(C4)C2)C3)n1-c1ccc(F)cc1)Nc1ccc(F)cc1 | 71.3%[activator] | ? | ? | -4.9% | 5.8% | 7.4% | -20.3
CCc1nnc2c3cnn(-c4ccccc4)c3ncn12 | 2.1% | -8.1% | 17.0% | 0.6% | -5.7% | 17.0% | 43.3
CC(C)(C)[C@@H]1C=C(C(=O)O)[C@H](c2ccc(Cl)cc2)N1S(=O)(=O)c1ccccc1 | -15.2% | · | ? | -2.0% | · | 8.7% | 3.9

Just HCV inh and HCMV inh, for some of the entries so far:
Structure	HCV inh	HCMV inh
Cc1ccc(C)c(OCc2nc3ccc(S(=O)(=O)Nc4c(C)n(C)n(-c5ccccc5)c4=O)cc3[nH]2)c1	5.9%	-25.5
O=C(Nc1nccs1)c1ccc(COc2c(F)c(F)cc(F)c2F)o1	5.4%	6.6
